Source: PubChem (Broad Institute)
CD40 NFkB inh: CD40 pathway inhibition in BL2 cells. BL2 NF-kB luciferase reporter, CD40L-induced, 4 h. inhibition, % at 10 µM. hit rate 0.94% among 83,000. AID 1053188;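 active = mean inhibition of at least 50% with a set share of replicates also reaching that level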;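 also: 0% = neutral control wells and 100% = IKK inhibitor VII at 50 µM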
Starred values were filed as active, the others as inactive; [ ] = remark or other dose. Only part of the results is shown; rates above refer to the full screens.

canonical_smiles | CD40 NFkB inh
O=C(Nc1cccc(S(=O)(=O)NC2=NCCC2)c1)c1cnc(Cl)c(Cl)c1 | 11
COc1ccc(CCNC(=O)COC(=O)c2cc3ccccc3oc2=O)cc1OC | 0
CCC(=O)N1CC(=O)N2[C@H](CO)[C@H](c3ccc(-c4ccc(C#N)cc4)cc3)[C@H]2C1 | 0[25 µM]
Cc1noc(C)c1S(=O)(=O)Nc1cccc2c1O[C@@H](CN(C)Cc1ccc(C(F)(F)F)cc1)[C@@H](C)CN([C@H](C)CO)C2=O | 7[25 µM]
CCOC(=O)c1c(N)sc2c1CCC(CC)C2 (stereo not drawn) | 5
CC(C)N1CCC(N2CCN(Cc3nc4ccccc4s3)CC2CCO)CC1 (stereo not drawn) | -5
O=[N+]([O-])c1ccc(OCc2cnc(Cl)s2)cc1 | -12
O=C(c1cc2ccccc2cc1O)N1CCN(c2ccc([N+](=O)[O-])cc2)CC1 | -2
CCN(Cc1nc2ccccc2c(=O)[nH]1)C(=O)CN1C(=O)NC2(CCCCC2C)C1=O (stereo not drawn) | -13
CS(=O)(=O)N1CCC2(CC1)OCCN2S(=O)(=O)c1ccccc1 | 4
C[C@@H]1CN([C@H](C)CO)C(=O)c2ccccc2-c2ccccc2CO[C@H]1CN(C)C(=O)[C@@H]1CCCN1C | -8[25 µM]
COc1ccc2c3c(n(C)c2c1)[C@@H](CO)N(Cc1ccccc1F)CC31CCN(C(=O)C2CCOCC2)CC1 | 1[25 µM]
CS(=O)(=O)N(CCc1ccccc1)CC(=O)NCc1cccnc1 | 9
CCOC(=O)c1cc(OC(=O)c2cccs2)n(-c2ccccc2)n1 | -3
Cn1ccnc1SCC(=O)Nc1cccc(C#N)c1 | 7
O=C(NC(=O)c1csnn1)Nc1ccccc1Cl | -6
Cc1cc2c(cc1C)NC(=O)CC(c1ccccc1)=N2 | -80
O=C(c1ccco1)N1CCN(C(=O)c2ccccc2Oc2ccccc2)CC1 | -1
C[C@@H]1CN([C@H](C)CO)C(=O)c2cc(C#CC3(O)CCCC3)cnc2O[C@@H]1CN(C)C(=O)Cc1ccccc1 | -11[25 µM]
CC(C(=O)Nc1nc2ccccc2s1)n1cc([N+](=O)[O-])cn1 (stereo not drawn) | 5
Cc1ccccc1-c1ccc([C@@H]2[C@@H](CO)N3CCCCN(S(=O)(=O)c4ccc(F)cc4)C[C@H]23)cc1 | -2[25 µM]
COc1ccccc1NC(=O)N1CCCCN2[C@H](CO)[C@H](c3ccc(C#CC4CCCC4)cc3)[C@@H]2C1 | 18[25 µM]
CCCc1nnc(NC(=O)OCC)s1 | 8
CO[C@@H]1CN(C)C(=O)c2cc(NS(C)(=O)=O)ccc2OC[C@H](C)N(Cc2ccccc2)C[C@H]1C | 27
COCCNC(=O)[C@@H]1[C@@H](CO)[C@@H]2Cn3c(cccc3=O)[C@@H]2N1Cc1ccccc1OC | -9[25 µM]
CC(=O)Nc1ccc(N)cc1 | -10
Cc1nnc(SCC2=C(C(=O)O)N3C(=O)C(NC(=O)Cn4nc(C)c(Cl)c4C)C3SC2)s1 (stereo not drawn) | 0
CC(=O)c1ccc(N2CCN(C(=O)C3CCC3)CC2)cc1 | -23
Cc1ccc(S(=O)(=O)N2CC[C@@H]3[C@H]2c2cc(-c4ccc(C#N)cc4)ccc2N[C@@H]3CO)cc1 | -19[25 µM]
c1ccc(CSc2nnc(-c3cccs3)n2Cc2ccco2)cc1 | -6
CC(C)(C)NC(=O)NC(=O)COC(=O)Cn1c(C(F)(F)F)nc2ccccc21 | -1
C[C@@H]1CCCCO[C@H](CN(C)C(=O)Nc2ccc(C(F)(F)F)cc2)[C@H](C)CN([C@@H](C)CO)C(=O)c2cc(NC(=O)Nc3ccc4c(c3)OCO4)ccc2O1 | -4
O=C(C[C@H]1CC[C@H](NS(=O)(=O)c2ccccc2F)[C@@H](CO)O1)NCCCN1CCOCC1 | -4[25 µM]
CC(C)n1nc(C(=O)NNC(=O)c2ccncc2)c2ccccc2c1=O | -23
O=C(Nc1ccc2c(c1)OCO2)c1cncc(Br)c1 | -71
COc1ccccc1CNC(=O)CN1C(=O)NC(c2ccccc2)(c2ccc(C)c(C)c2)C1=O (stereo not drawn) | 4
CCc1noc(C)c1C(=O)NNC(=O)c1cc(OC)c(OC)c(OC)c1 | 7
CCOC(=O)CCCCNC(=O)Nc1ccccc1 | 7
O=S1(=O)CCS(=O)(=O)C1c1ccccc1 | 6
CCc1cnc(N2[C@H](C#N)[C@@H](c3ccc(C#Cc4ccccc4F)cc3)[C@H]2CO)s1 | -2[25 µM]
O=C(CN1C(=O)NC2(CCCc3ccccc32)C1=O)N1CCc2ccccc2C1 (stereo not drawn) | 9
CCN(CC)CCNc1ccnc2cc(Cl)ccc12 | -7
O=C(Nc1nnc(C2CC2)s1)c1cc([N+](=O)[O-])ccc1N1CCCCC1 | -6
CC(C)C(=O)Nc1ccc(C(=O)Nc2nnc(C(C)C)s2)cc1 | -24
O=C(NCC(c1ccco1)N1CCOCC1)c1ccccc1 (stereo not drawn) | -7
Cc1ccccc1CCN(CC(=O)NC1CCCCC1)C(=O)c1csnn1 | 3
CCC(=O)Nc1nc(OC)cc(OC)n1 | 0
CCN(CC)c1ccc(C(=O)NN)cc1 | -5
O=C(O)c1ccccc1C(=O)N(Cc1ccccc1)Cc1ccccc1 | -2
CC1Cc2ccccc2N1C(=O)CSc1ncccc1C(=O)O (stereo not drawn) | -9
CN(CC(=O)Nc1ccc(OC(F)(F)F)cc1)C(=O)C1CCC1 | -5
CCOC(=O)C1CCN(C(c2cc3c(C)ccc(C)c3[nH]c2=O)c2nnnn2C2CCCCC2)CC1 (stereo not drawn) | 10
COc1ccc(S(=O)(=O)N(C)C[C@@H]2OCc3ccccc3-c3ccccc3C(=O)N([C@@H](C)CO)C[C@@H]2C)cc1 | 2
O=C(O)C1C2C=CC(C3CC23)C1C(=O)NCCc1ccccc1 (stereo not drawn) | 3
O=C(O)CCCCCN1C(=O)C(=O)/C(=C(/O)c2ccccc2)C1c1ccccc1 (stereo not drawn) | -18
COc1ccc(NC(=O)N(C)C[C@H]2OCCCC[C@@H](C)Oc3ccc(NC(=O)c4ccncc4)cc3C(=O)N([C@H](C)CO)C[C@H]2C)cc1 | -20[25 µM]
O=C(c1ccco1)N1N=C(c2ccco2)CC1c1ccc(Cl)cc1Cl (stereo not drawn) | 0
O=C(COC(=O)COc1ccc(Cl)cc1Cl)NC1CCS(=O)(=O)C1 (stereo not drawn) | 3
COc1cccc(CN2[C@@H]3CNC[C@H]2C3c2ccc(-c3ccc(C#N)cc3)cc2)c1 (stereo partly drawn) | -6[25 µM]
c1ccc(COc2cccc(-c3cc4nc(NCCCn5ccnc5)ccn4n3)c2)cc1 | 4

(continued)
mol	CD40 NFkB inh
CN1C[C@H]2[C@@H](c3ccccc31)[C@@H](CO)N2C(=O)C1CCOCC1	-1[25 µM]
Nc1ccn(Cc2ccc(F)cc2)n1	9
O=C(C1=C(O)C(=O)N(c2ncccn2)C1c1cccc(Cl)c1)c1ccco1 (stereo not drawn)	-2
CCC(=O)N1CCCCN2[C@H](C1)[C@H](c1ccc(-c3cccc(C#N)c3)cc1)[C@@H]2CO	21[25 µM]
CCCNC(=O)CN(c1ccc(F)c(Cl)c1)S(C)(=O)=O	-4
CCOC(=O)C1CCN(S(=O)(=O)c2ccccc2)CC1	10
COCC(=O)N1CC[C@@H]2[C@H](CO)Nc3ccc(C#Cc4ccc(F)cc4)cc3[C@@H]21	3[25 µM]
O=C1/C(=C/c2ccccn2)SC(=S)N1NS(=O)(=O)c1ccccc1	7
O=C(NCc1nnc2n1CCCCC2)c1ccc(Cl)cc1Cl	1
Cn1c(=O)n(C)c2cc(S(=O)(=O)NCCOCCO)ccc21	13

Next section; it opens with the 5 that closed the last part.
mol	CD40 NFkB inh
CCOC(=O)C1CCN(S(=O)(=O)c2ccccc2)CC1	10
COCC(=O)N1CC[C@@H]2[C@H](CO)Nc3ccc(C#Cc4ccc(F)cc4)cc3[C@@H]21	3[25 µM]
O=C1/C(=C/c2ccccn2)SC(=S)N1NS(=O)(=O)c1ccccc1	7
O=C(NCc1nnc2n1CCCCC2)c1ccc(Cl)cc1Cl	1
Cn1c(=O)n(C)c2cc(S(=O)(=O)NCCOCCO)ccc21	13
Cc1nc2c(o1)CCc1ccccc1C2O (stereo not drawn)	-3
Cc1csc(SCC(=O)NC(=O)c2ccccc2)n1	5
C[C@H]1CN([C@@H](C)CO)C(=O)c2c(c3ccccc3n2C)-c2ccccc2CO[C@H]1CN(C)Cc1cccc(C(=O)O)c1	-8
Cc1nc2ccc(NC(=O)c3ccccc3)cc2c(=O)n1Cc1ccc(F)cc1	-9
Cc1n[nH]c(=O)c2c(NC(=O)COC(=O)/C=C/c3cccc(C(F)(F)F)c3)oc(C)c12	3
CN(C)C(=O)NC1CCCCCCCCCCC1	-2
C=CCOc1c(Br)cc(CNc2ccc(NC(=O)C(C)C)c(OC)c2)cc1OC	14
Cc1cccc(OCCSc2nncn2C)c1	-16
CCC(=O)N1[C@H](C(=O)NC2CCC2)[C@@H](CO)[C@@H]2Cn3c(ccc(C4=CCCC4)c3=O)[C@@H]21	-1
O=C(CN1C(=O)c2ccccc2S1(=O)=O)Nc1ncccn1	7

The closing seven compounds of the section before open the next one.
mol	CD40 NFkB inh
Cc1nc2ccc(NC(=O)c3ccccc3)cc2c(=O)n1Cc1ccc(F)cc1	-9
Cc1n[nH]c(=O)c2c(NC(=O)COC(=O)/C=C/c3cccc(C(F)(F)F)c3)oc(C)c12	3
CN(C)C(=O)NC1CCCCCCCCCCC1	-2
C=CCOc1c(Br)cc(CNc2ccc(NC(=O)C(C)C)c(OC)c2)cc1OC	14
Cc1cccc(OCCSc2nncn2C)c1	-16
CCC(=O)N1[C@H](C(=O)NC2CCC2)[C@@H](CO)[C@@H]2Cn3c(ccc(C4=CCCC4)c3=O)[C@@H]21	-1
O=C(CN1C(=O)c2ccccc2S1(=O)=O)Nc1ncccn1	7
COc1ccc(N/N=C(\C#N)C(=N)SCc2ccccc2)cc1	-10
O=C1c2cnc3ncnn3c2CC2c3ccccc3CCN12 (stereo not drawn)	-2
CCOC(=O)C1=C(Cn2cnc3ccccc32)NC(=O)NC1c1ccc(OC)cc1 (stereo not drawn)	20
O=C(CCN1C(=O)c2cccc3cccc(c23)C1=O)NC1CCS(=O)(=O)C1 (stereo not drawn)	2
O=S(=O)(Cc1ccccc1)N1[C@@H]2CNC[C@H]1C2c1ccc(-c2ccccc2)cc1 (stereo partly drawn)	2
COCC(=O)Nc1ccc2c(c1)C(=O)N(C)[C@H]1CC[C@@H](CC(=O)NCCCN(C)C)O[C@H]1CO2	-53[25 µM]
O=C(C[C@@H]1CC[C@H]2[C@@H](COC[C@H](O)CN2S(=O)(=O)c2cccc(F)c2)O1)NCc1ccncn1	0[25 µM]
Cc1ccc(-n2cnc3ncnc(-c4ccccc4)c32)cc1	14
O=C(C1CCOCC1)N1[C@H](CO)[C@@H](c2ccccc2)C12CN(Cc1cccc(Cl)c1)C2	-6[25 µM]
C#CCNc1cc(C)nc2ncnn12	10
CSc1nnc(SCC(=O)Nc2ccc3[nH]c(=O)[nH]c3c2)s1	0
C/C=C/c1ccccc1[C@H]1[C@@H](C#N)N(C(C)=O)[C@@H]1CO	-1[25 µM]
O=C(Cn1nnc(-c2ccc(Cl)cc2)n1)NC(=O)NC1CCCC1	9
Cc1c(C(=O)OC2CCC(C)CC2)[nH]c2c1C(=O)CCC2 (stereo not drawn)	-98
CC=Cc1ccc2n(c1=O)C[C@@H]1[C@@H](CO)[C@H](C(=O)NCCC)N(Cc3cccnc3)[C@H]21 (mixture of isomers)	6[25 µM]
O=C(Nc1ccccc1N1CCCCC1)C1CC(=O)N(c2ccccc2F)C1 (stereo not drawn)	9
Cc1ccc(-c2ccnc3nc(Sc4ncc(C(F)(F)F)cc4Cl)nn23)cc1	-16
O=C(COC(=O)c1nn(-c2ccccc2C(F)(F)F)cc1O)c1ccc(OC(F)F)cc1	-14
O=C(CN1CCN(S(=O)(=O)c2ccccc2)CC1)Nc1ccc2c(c1)CCC2	2
O=C(CN1CCOCC1)Nc1scc(-c2ccccc2)c1C(=O)N1CCOCC1	6
CCOC(=O)c1ccc(S(=O)(=O)N2CCN(C3CC(=O)N(c4ccccc4C(F)(F)F)C3=O)CC2)cc1 (stereo not drawn)	9
O=C(NCCCn1ccnc1)c1ccccc1NS(=O)(=O)c1ccc(F)c(F)c1	3
COc1ccc(S(=O)(=O)N(C)C[C@@H]2Oc3c(cccc3N(C)C)C(=O)N([C@@H](C)CO)C[C@@H]2C)cc1	-6[25 µM]
Cn1cnnc1SCC(=O)N1N=C(c2ccc(Cl)cc2)CC1c1ccco1 (stereo not drawn)	1
Cc1ccc(C)c2c1CCCC2=O	5
CS(=O)(=O)c1ccccc1C(=O)Nc1cccc2ncccc12	5
O=C(COC(=O)C12CC3CC(CC(O)(C3)C1)C2)NCCc1ccc(Cl)cc1	10
CN1c2ccc(-c3cccc(C#N)c3)cc2[C@H]2[C@H](CCN2C(=O)C2CC2)[C@@H]1CO	-16
CCCCn1nc(C(=O)Nc2c(C)n(C)n(-c3ccccc3)c2=O)c2ccccc2c1=O	3
COCC(=O)NC[C@@H]1[C@H](c2ccccc2)[C@H](CO)N1C(=O)c1ccccc1	-12[25 µM]
CCS(=O)(=O)Nc1ccc2c(c1)C(=O)N(C)C[C@@H](OC)[C@@H](C)CN(CC1CCCC1)[C@@H](C)CO2	1
CC(=O)N(C)C[C@H]1Oc2c(N)cccc2C(=O)N(C)C[C@H]1C	-5
CC(C)[C@H](C)NC(=O)N(C)C[C@@H]1OCc2ccccc2-c2ccccc2C(=O)N([C@H](C)CO)C[C@@H]1C	3
COc1ccc(C2C(C(=O)N3CCCCC3)CC(=O)N2c2ccc(OC)cc2)cc1 (stereo not drawn)	10
CC(=O)C1CCC2C3CCC4CC(=O)CCC4(C)C3C(C)(O)CC12C (stereo not drawn)	8
